Source: PubChem (Broad Institute)
Cneo AK release: Cryptococcus neoformans cell lysis inducers, primary screen, AK release luminescence, single concentration. C. neoformans lysis, adenylate kinase release luminescence, 4 h; normalised: neutral wells 0, clomiphene wells 100. lysis activity, % at 15 µM. actives 0.2% (n = 360,000);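 active = mean lysis activity across replicates of at least 80%, whatever share of replicates individually reach that level; inactive = mean lysis activity below 80%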
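Assay system: log-phase C. neoformans yeast / Quantity: yeast cell density of 5 × 10^6 cells/mL / Medium: fresh YPD growth medium / Compound: single dose / Timing: static 4 h at 37 °C with compound, 1 h detection / Measured by: adenylate kinase release luminescence / Read-out: lysis from increased AK signal / Benchmarks: Clomiphene as positive lysis control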
LGR2 inh: inhibitors of bursicon-induced LGR2 CRE-luciferase signal, primary screen, cell-based, HEK293, CRE-luciferase reporter, bursicon stimulation; bursicon-stimulated, 4 h; inhibition, % at 9.99 µM; actives 0.35% (n = 380,000); AID 720647, 2013;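 active = drop in luminescence signal, shown as inhibition above about 50% in the replicate tests, limit read from the data, passing the limit was not always enough; inconclusive = probably only some replicates passing the limit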;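 also: agonist challenge used bursicon conditioned medium at about half maximal strength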
PGC1a acetyl inh: inhibitors of PGC1a acetylation signal, primary screen, cell-based, U2OS, AlphaScreen, inhibitor mode | inhibition, % at 15.6 µM | AlphaScreen anti-acetyl-lysine; with virally co-expressed GCN5 acetyltransferase | AID 651687, 2012 | actives 0.17% (n = 350,000);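 active = every replicate shows inhibition of at least 40%; inconclusive = mean inhibition at least 40% but some replicate below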;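 also: 0% = neutral control wells and 100% = positive control wells; some results beyond the cut were filed as inactive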
FN deposition inh: inhibitors of fibronectin matrix deposition, primary screen, AH1F cells, Alexa488-fibronectin fluorescence, plate reader | AH1F fibroblasts, overnight | inhibition, % at 12.6 µM | actives 0.086% (n = 350,000);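 active = mean inhibition across replicates of 30% or more, regardless of how many single replicates reach that level; inconclusive = mean under 30% yet at least half of replicates reach 30%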;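 also: positive control wells lacked labelled fibronectin entirely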
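Measured by – fluorescence 485/525 nm · System – AH1F fibroblast monolayer, labelled fibronectin deposition · Amount – 10000 cells per well · Buffer or medium – serum-reduced DMEM (2% serum) · Doses – single dose, pinned · Also added – fluorescent fibronectin at 24 nM final · Schedule – 1 h cell attachment, overnight exposure to compound and label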
miR-122 sensor: miR-122 Renilla sensor signal increase in Huh7, primary screen, miR-122 inhibitor project, cell-based, single point, plate reader; AID 602342, 2012; actives 0.3% (n = 340,000); Huh7 miR-122 Renilla luciferase sensor, 48 h; neutral wells = 0, positive control = 100; activation (reporter increase), % at 12.5 µM;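 active = mean replicate activation score at least 90 and every replicate individually at or above 90; inconclusive = only one of the two criteria met; inactive = neither criterion met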;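 also: higher luciferase means less miR-122 activity so hits act as miR-122 inhibitors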
CASP6 VEID inh: human caspase-6 inhibitors, primary screen, biochemical, VEID-R110 fluorescence, single point, set 2. purified caspase-6, Z-VEID-R110 cleavage fluorescence. AID 686996, 2013. inhibition, % at 12.5 µM. actives 0.53% (n = 350,000). P55212;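 active = mean inhibition across replicates at least about 35%, with every replicate also reaching that limit, limit read from the data; inconclusive = only one of the two criteria met; inactive = neither criterion met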;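 also: 0% = median of neutral control wells and 100% = no fluorescence left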
Target sequence (P55212 24-179 limits assumed): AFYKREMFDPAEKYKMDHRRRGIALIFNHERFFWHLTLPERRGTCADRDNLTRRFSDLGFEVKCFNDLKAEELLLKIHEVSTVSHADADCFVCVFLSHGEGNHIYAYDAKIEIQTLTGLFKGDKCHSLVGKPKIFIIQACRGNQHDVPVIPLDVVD
Target sequence (P55212 194-293 limits assumed): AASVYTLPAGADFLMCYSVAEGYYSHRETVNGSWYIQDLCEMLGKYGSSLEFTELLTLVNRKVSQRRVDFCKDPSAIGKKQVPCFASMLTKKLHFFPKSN
EWS-Fli inh: EWS/Fli-driven NR0B1 reporter inhibitors, primary screen, A673 cells, NR0B1 luciferase, luminescence, MLPCN library | viability-normalised | inhibition, % at 12.6 µM | actives 0.67% (n = 350,000);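 active = mean inhibition of at least 50% after viability correction, with every replicate also passing that limit; inconclusive = mean reaches 50% but only one of two replicates passes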;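 also: firefly luciferase signal divided by Alamar Blue viability fluorescence both relative to DMSO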
PAX8 inh HTS: inhibitors of PAX8-driven TPO luciferase reporter, primary screen, RMG-I cells, single concentration; SteadyGlo, 24 h; inhibition, % at 12.6 µM; actives 1.2% (n = 360,000); AID 652154, 2013;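 active = mean replicate inhibition at least 60% with every replicate also reaching 60%; inconclusive = only one of the two criteria is met; inactive = mean below 60% and not all replicates reaching 60%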;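 also: luciferase light reporting Pax8 driven TPO promoter activity; plate controls were median of neutral control wells for no effect and mitoxantrone controls for full effect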
* = called active by the depositor; ? = inconclusive; . = no result given; [ ] = dose if it differs, or a comment.

SMILES	Cneo AK release	LGR2 inh	PGC1a acetyl inh	FN deposition inh	miR-122 sensor	CASP6 VEID inh	EWS-Fli inh	PAX8 inh HTS
O=S(=O)(NNc1cccc(Cl)n1)c1ccc(Cl)cc1	-2	-2	8	9	11	0	4	9
CCc1nc(C)cn1S(=O)(=O)c1ccc([N+](=O)[O-])cc1	9	4	1	0	-4	-3	-1	-6
O=C(Nc1ccc2c(c1)[C@@H]1C[C@H](CC(=O)N3CCOCC3)O[C@@H](CO)[C@@H]1O2)NC1CCCCC1	12	-7	-1	3	4[16.7 µM]	-2	4	-9
NS(=O)(=O)c1ccc(CCNC(=O)CSc2nc3ccsc3c(=O)n2CC(=O)O)cc1	.	-8	.	-3	.	3	5	7
O=C(COC(=O)c1cccc(NS(=O)(=O)/C=C/c2ccccc2)c1)Nc1ccccc1OC(F)F	-3	-2	-7	5	?	.	.	12
CCOc1cc(C(=O)N/N=C/c2cn(-c3ccccc3)nc2-c2cc3ccccc3o2)cc(OCC)c1OCC	.	-52	-9	4	3	0	-115	-125
Cc1ccc(S(=O)(=O)NC(C)C(=O)Nc2cccc([N+](=O)[O-])c2)cc1 (configuration not stated)	1	-5	.	0	-6	0	-1	2
O=C(O)c1c(Cl)c(Cl)c(Cl)c(Cl)c1C(=O)N1CCCC1	0	.	3	6	-2	.	.	-6
COCc1[nH]nc2c1C(c1cccc(C(F)(F)F)c1)N(c1ccc(OC)cc1)C2=O (configuration not stated)	.	-27	.	7	.	1	-9	-1
C[C@@H]1CN([C@@H](C)CO)C(=O)c2cc(-c3cccnc3)cnc2O[C@H]1CN(C)Cc1ccccc1	.	-16	1	-11	0[16.7 µM]	.	-15	.
C[C@@H]1CCCCO[C@H](CN(C)C(=O)c2ccccc2)[C@@H](C)CN([C@@H](C)CO)C(=O)c2cc(NC(=O)Nc3ccc(F)cc3)ccc2O1	-1	-8	-1	.	-16[16.7 µM]	0	10	-5
CSc1ccc(S(=O)(=O)N2CCC(C(=O)NCc3cccnc3)CC2)cc1	9	-28	.	3	-2	-6	.	-10
CC(NC(=O)CSCc1ccc(Br)cc1)c1ccccc1 (configuration not stated)	3	0	-4	9	-5	-3	1	1
Cc1ccc(S(=O)(=O)Nc2ccc3c(c2)C(=O)N([C@H](C)CO)C[C@@H](C)[C@H](CN(C)Cc2ccc4c(c2)OCO4)OCCCC[C@@H](C)O3)cc1	0	4	.	.	-6[16.7 µM]	-3	0	26
CCC(=O)OC1(C)C(=O)C=C2C=C(C3CC3)OC=C2C1=O (configuration not stated)	-2	-6	1	-10	3	12	-4	-2
O=C(NCCC1=CCCCC1)C1CCC(=O)N(Cc2ccc(Cl)cc2)C1 (configuration not stated)	-1	4	-7	2	.	2	-2	7
NC(=O)c1ccc(SCC(=O)OCC(=O)N2CCCCC2)c([N+](=O)[O-])c1	.	12	.	2	.	-1	-4	14
O=C(COC(=O)c1cc2ccccc2oc1=O)Nc1ccc(F)cc1F	2	-45	-6	3	-1	-1	-98	-170
CC(C)CN(C(=O)COC(=O)CN1C(=O)c2ccccc2C1=O)c1c(N)n(Cc2ccccc2)c(=O)[nH]c1=O	.	3	3	0	-10	1	-1	-3
N#C/C(=C\c1ccc(O)c(O)c1)S(=O)(=O)c1ccccc1	-1	.	5	-5	-20	.	.	-6
CN(CCc1cnn(C)c1)Cc1cn(C)nc1-c1ccccc1F	-2	-16	4	2	-3	-3	7	0
O=C(c1ccccc1Cl)N1N=C(c2ccc(Br)cc2)CC1c1nc2ccccc2[nH]1 (configuration not stated)	1	.	.	-18	5	.	.	25
Cc1cccc(N(CC(=O)N2CCCCCC2)S(C)(=O)=O)c1	0	8	.	1	9	-1	1	3
COc1ccc(Nc2nc(Nc3ccc(OC)cc3)nc(SC3=NCCS3)n2)cc1	3	.	12	1	-11	0	.	19

Exported with two lines to a compound: part of the list above.
Results follow in this order: Cneo AK release	LGR2 inh	PGC1a acetyl inh	FN deposition inh	miR-122 sensor	CASP6 VEID inh	EWS-Fli inh	PAX8 inh HTS
> CSc1ccc(S(=O)(=O)N2CCC(C(=O)NCc3cccnc3)CC2)cc1
    9	-28	.	3	-2	-6	.	-10
> CC(NC(=O)CSCc1ccc(Br)cc1)c1ccccc1 (configuration not stated)
    3	0	-4	9	-5	-3	1	1
> Cc1ccc(S(=O)(=O)Nc2ccc3c(c2)C(=O)N([C@H](C)CO)C[C@@H](C)[C@H](CN(C)Cc2ccc4c(c2)OCO4)OCCCC[C@@H](C)O3)cc1
    0	4	.	.	-6[16.7 µM]	-3	0	26
> CCC(=O)OC1(C)C(=O)C=C2C=C(C3CC3)OC=C2C1=O (configuration not stated)
    -2	-6	1	-10	3	12	-4	-2
> O=C(NCCC1=CCCCC1)C1CCC(=O)N(Cc2ccc(Cl)cc2)C1 (configuration not stated)
    -1	4	-7	2	.	2	-2	7
> NC(=O)c1ccc(SCC(=O)OCC(=O)N2CCCCC2)c([N+](=O)[O-])c1
    .	12	.	2	.	-1	-4	14
> O=C(COC(=O)c1cc2ccccc2oc1=O)Nc1ccc(F)cc1F
    2	-45	-6	3	-1	-1	-98	-170
> CC(C)CN(C(=O)COC(=O)CN1C(=O)c2ccccc2C1=O)c1c(N)n(Cc2ccccc2)c(=O)[nH]c1=O
    .	3	3	0	-10	1	-1	-3
> N#C/C(=C\c1ccc(O)c(O)c1)S(=O)(=O)c1ccccc1
    -1	.	5	-5	-20	.	.	-6
> CN(CCc1cnn(C)c1)Cc1cn(C)nc1-c1ccccc1F
    -2	-16	4	2	-3	-3	7	0

Next results follow:
SMILES	Cneo AK release	LGR2 inh	PGC1a acetyl inh	FN deposition inh	miR-122 sensor	CASP6 VEID inh	EWS-Fli inh	PAX8 inh HTS
CCN(CC(=O)N1CCN(c2ccccc2)CC1)S(=O)(=O)c1ccc(C)cc1	.	8	.	5	.	2	17	8
O=C(CSc1nc2ccccc2s1)c1ccc(O)cc1O	-1	-61	3	-10	.	1	-77	-44
CCc1nc2ccc(C(=O)N3CCN(C(=O)c4ccco4)CC3)cn2c1N(C)C(=O)C1CCCCC1	0	-32	3	-6	0	-1	-6	7
COc1cccc(CNC(=S)Nc2cc(C)cc(C)c2)c1	.	5	-3	5	4	1	0	7
O=C(Nc1ccc(F)cc1)Nc1ccc2c(c1)[C@@H]1C[C@@H](CC(=O)N3CCOCC3)O[C@H](CO)[C@@H]1O2	-11	-2	-14	-19	-4[16.7 µM]	1	7	0
Cc1nc(N=C(N)N)nc2ccccc12	.	6	-2	8	.	-13	11	21
COc1ccc(/C=C(/NC(=O)c2ccco2)C(=O)Nc2ccc(C(=O)O)cc2)cc1	1	11	9	3	-6	-1	-9	-5
CCc1ccc(CNCCSc2nnnn2C)cc1	3	.	.	-16	-6	.	.	1
O=C(Nc1ccccc1-c1nnn(CC(=O)N2CCOCC2)n1)c1ccccc1F	.	6	.	-1	.	2	8	8
C=C(C)c1cccc(C(C)(C)NC(=O)Nc2cc(C)ccn2)c1	-3	.	-3	-1	2	4	-23	38
COc1ccc(S(=O)(=O)N(C)C[C@@H]2Oc3cc(-c4ccccc4OC)ccc3S(=O)(=O)N([C@H](C)CO)C[C@@H]2C)cc1	11	0	-19	.	-3[16.7 µM]	-1	-6	-1
CCOC(=O)CCc1c(C)nc2c(c(C)nn2-c2ccc(C)cc2)c1C	-2	-10	0	1	7	1	7	7
CCOC(=O)[C@]12CCC=C1N(CCC1=CCCCC1)C(=O)[C@H](CC(=O)NCc1ccccc1)C2	.	-1	.	-9	.	5	9	14
Cc1ccc(S(=O)(=O)N2CCOCC2)cc1C(=O)OCC(=O)N1CCCCC1	1	2	.	4	.	1	1	7
O=C(NCCc1ccncc1)[C@H]1[C@H](CO)[C@H]2Cn3c(ccc(-c4ccncc4)c3=O)[C@@H]1N2	3	9	.	.	-5[16.7 µM]	-2	1	.
CCOC(=O)c1c(OCCO)nn(-c2ccc(Cl)cc2)c1N	.	5	8	2	.	1	5	19
COc1ccc(C(=O)Nc2ccc(C(=O)OCC(=O)c3cccc4ccccc34)cc2)cc1	0	5	10	-4	-3	0	2	17
CCNC(=O)NC(=O)CSc1ccc2ccccc2c1	.	11	0	.	2	-2	12	-1
O=C(NC(=S)NCCc1ccc(Cl)cc1)c1ccco1	.	-8	.	4	.	-2	-1	-22
C[C@@H]1CN([C@@H](C)CO)C(=O)c2c(c3ccccc3n2C)-c2ccccc2CO[C@@H]1CN(C)Cc1ccc(C(=O)O)cc1	-1	9	3	5	.	2	-9	.
CO[C@H]1CN(C)C(=O)c2cc(NC(=O)CC(F)(F)F)ccc2OC[C@H](C)N(C(=O)c2ccccc2F)C[C@@H]1C	.	-1	7	4	.	4	-1	.
O=C(Cc1ccccn1)NCC[C@H]1CC[C@@H](NS(=O)(=O)c2ccccc2)[C@@H](CO)O1	-2	1	12	.	.	-2	1	-5
Cc1sc2nc(SCC(=O)N3CCOCC3)[nH]c(=O)c2c1C	2	-14	7	-1	-2	0	8	-13
CCN(CC)C(=O)CSc1nnc2nnc3cc(C)ccc3n12	-1	.	0	-5	-2	-3	-10	2
Cc1nnc(NCc2ccccc2)c2ccccc12	-2	-4	-56	-2	6	-3	4	18
CCN(CC)S(=O)(=O)c1ccc(C)c(NC(=O)COc2ccc(Br)cc2Cl)c1	1	.	.	3	-2	0	-3	27
COC(=O)[C@@H]1N[C@@H]2c3ccc(C4=CCCCC4)c(=O)n3C[C@@H]2[C@H]1CO	-1	16	.	2	0[16.7 µM]	2	1	.
CC(C)NC(=O)Nc1ccc2c(c1)CC(=O)N([C@@H](C)CO)C[C@@H](C)[C@H](CN(C)Cc1ccncc1)O2	3	4	-5	-2	-2[16.7 µM]	2	-3	-14
Cc1ccc(NS(=O)(=O)c2ccc(-c3csc(C)n3)s2)c(C)c1	5	-2	.	-3	8	2	1	17
COc1ccccc1NC(=O)Nc1c(C)n(C)n(-c2ccccc2)c1=O	-1	.	13	0	1	.	.	-14
COc1ccc(C(=O)NCCS(=O)(=O)NCC2CCCO2)cc1 (configuration not stated)	1	4	.	4	.	-4	-7	-67
O=C(Nc1ccccc1)Nc1nnc(COc2ccccc2F)s1	.	-2	.	3	.	-3	6	-15
C[C@H](CO)N1C[C@H](C)[C@H](CN(C)CC2CC2)Oc2ccc(NC(=O)C3CC3)cc2CC1=O	-5	2	.	.	14[16.7 µM]	1	10	4
CC(C)OC(=O)NCN1C(=O)C2C3C=CC(C3)C2C1=O (configuration not stated)	-2	-14	-9	.	5	.	.	.
CCCC(=O)Nc1ccc(S(=O)(=O)N2CCC(c3nc4ccccc4[nH]3)CC2)cc1	2	1	-6	.	.	-1	3	11
NC(=O)c1ccccc1NC(=O)CCCCCn1nnc2ccccc2c1=O	5	-23	3	.	5	-1	3	13
